Source: PubChem BioAssay (National Center for Advancing Translational Sciences (NCATS))
ALDH1A1 inh = blocks purified human ALDH1A1 activity; P00352; Purified ALDH1A1, NADH fluorescence, propionaldehyde substrate; Potency, µM (doses to about 75.3 µM), inactives show at the highest dose activity, negative = inhibition, hits mostly inhibitors; 220,000 tested, 7.3% active; AID 1030; active = well fitted inhibition curve with a large enough effect, not every such curve was filed as active; inconclusive = small, poorly fitted or top-dose-only effect, or another doubt; inactive = no such curve, though single readings can be large or run the other way;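 note: plate controls were no enzyme wells and a reference inhibitor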
aGlu spleen mod = inhibits or activates alpha-glucosidase in human spleen homogenate | P10253 | human spleen homogenate, 4-MU-alpha-glucoside fluorescence | Potency, µM (series often up to 79.9 µM), without a hit: at the highest dose activity change, negative = inhibition, usual class: inhibitors | 240,000 tested, 0.006% active | AID 2112;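 note: 0% = enzyme with vehicle and -100% = no enzyme basal signal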
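Enzyme source: human spleen homogenate, 1 ug/well. Buffer 50 mM citric acid/K phosphate pH 5.0, 0.01% Tween-20. 4-MU-alpha-glucoside 1 mM; 37 C x 40 min; NaOH/glycine stop; fluorescence.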
JMJD2E inh = inhibitors of human JMJD2E histone demethylase. B2RXH2. JMJD2E catalytic domain, FDH-coupled NADH fluorescence (FDH is formaldehyde dehydrogenase). Potency, µM (titrated, usually from 57.1 µM), for inactives: at the top dose activity change, negative = inhibition, usual class: inhibitors. 230,000 tested, 1.6% active; active = well fitted inhibition curve with a large enough effect, not every such curve was filed as active; inconclusive = small, poorly fitted or top-dose-only effect, or another doubt; inactive = no such curve, though single readings can be large or run the other way;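 note: 0% = wells with enzyme and -100% = buffer wells without enzyme; nearly all actives have a fitted effect of over 50% in size; many of its hits are not listed in these tables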
Target sequence (B2RXH2 1-337 limits assumed): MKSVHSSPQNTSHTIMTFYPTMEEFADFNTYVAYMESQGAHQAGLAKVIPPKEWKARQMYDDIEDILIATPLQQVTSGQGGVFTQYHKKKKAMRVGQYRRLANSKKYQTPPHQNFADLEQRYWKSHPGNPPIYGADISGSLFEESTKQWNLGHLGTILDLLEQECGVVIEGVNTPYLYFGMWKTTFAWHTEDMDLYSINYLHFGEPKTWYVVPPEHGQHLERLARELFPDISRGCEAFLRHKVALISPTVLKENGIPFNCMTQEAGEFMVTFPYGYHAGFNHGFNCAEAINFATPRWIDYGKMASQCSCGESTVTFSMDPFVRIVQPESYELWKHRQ
GLA spleen mod = inhibitors or activators of human alpha-galactosidase in spleen homogenate | AID 2107 | P06280 | Potency, µM (titrated, usually from 80 µM), for the others: top-dose activity change, negative = inhibition, hits mostly inhibitors | 240,000 tested, 0.008% active | human spleen homogenate, 4MU-alpha-Gal fluorescence, 40 min;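 note: 0% = enzyme with vehicle and -100% = no enzyme basal signal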
Target sequence (P06280 32-429 limits assumed): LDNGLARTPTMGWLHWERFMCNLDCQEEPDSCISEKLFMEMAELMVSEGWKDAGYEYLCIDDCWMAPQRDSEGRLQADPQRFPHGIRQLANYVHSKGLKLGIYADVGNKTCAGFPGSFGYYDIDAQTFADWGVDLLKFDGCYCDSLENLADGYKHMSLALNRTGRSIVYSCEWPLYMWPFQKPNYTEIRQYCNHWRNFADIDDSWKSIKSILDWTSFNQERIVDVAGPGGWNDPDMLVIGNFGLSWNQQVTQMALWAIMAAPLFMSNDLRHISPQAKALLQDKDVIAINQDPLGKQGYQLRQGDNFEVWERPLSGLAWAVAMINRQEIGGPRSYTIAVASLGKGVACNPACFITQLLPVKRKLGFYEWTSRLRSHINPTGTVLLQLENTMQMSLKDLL
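Fluorogenic readout (Ex 365/Em 440 nm) of 4-methylumbelliferone released from 1 mM 4-MU-alpha-galactoside by spleen homogenate, 40 min at 37C, pH 5.0. Data normalized to no-enzyme and enzyme controls; Hill-equation AC50 from compound titrations.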
SMN2 splice enh = SMN2 splice variant enhancement; HEK293 SMN2-luciferase splicing reporter, luminescence, 30-36 h; AID 1458; 210,000 tested, 2.8% active; Potency, µM (doses to about 46.1 µM), inactives show top-dose activity change, positive = activation, hits mostly activators; note: % of control where 0% means no effect; nearly all actives have a fitted effect of over 55% in size
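HEK293 cells carry an SMN2 […]–luciferase reporter in which exon 7 inclusion puts luciferase in frame. Cells were plated 10-12 h before compound addition, then incubated 30-36 h at 37C. ONE-Glo luminescence was read; sodium butyrate at 4.5 mM final served as control.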
GAA glycogen mod = inhibitors or activators of human alpha-glucosidase glycogen cleavage; recombinant GAA, glycogen substrate, Amplex Red glucose oxidase fluorescence; AID 2100; Potency, µM (top dose mostly 76.4 µM), for inactives: at the top dose activity change, negative = inhibition, most hits filed as inhibitors; 300,000 tested, 0.38% active; P10253;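 note: 0% = full enzyme reaction and -100% = no-enzyme basal signal; the screen sought inhibitors and activators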
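Recombinant human alpha-glucosidase (4 nM final) hydrolysed bovine liver glycogen (30 ug) for 40 min at 37 C in pH 5.0 citrate/phosphate with 0.01% Tween-20. Released glucose detected by glucose oxidase/Amplex Red, Ex 573/Em 610 nm. Compounds up to 77 uM; AC50 from Hill fits.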
RGS12 GoLoco inh = RGS12 GoLoco-Gai1 interaction inhibition; P63096; Gai1:RGS12 GoLoco peptide FP, rhodamine, 10 min; Potency, µM (titrated, usually from 61.6 µM), without a hit: at the top dose activity, negative = inhibition, actives largely listed as inhibitors; 230,000 tested, 0.44% active; AID 880; active = well fitted inhibition curve with a large enough effect, not every such curve was filed as active; inactive = no such curve, though single readings can be large or run the other way; note: % is set by controls: 0 for no effect and ±100 for the full control effect; nearly all actives have a fitted effect of over 30% in size; many of its hits are not listed in these tables
Target sequence (P63096 whole entry, looked up): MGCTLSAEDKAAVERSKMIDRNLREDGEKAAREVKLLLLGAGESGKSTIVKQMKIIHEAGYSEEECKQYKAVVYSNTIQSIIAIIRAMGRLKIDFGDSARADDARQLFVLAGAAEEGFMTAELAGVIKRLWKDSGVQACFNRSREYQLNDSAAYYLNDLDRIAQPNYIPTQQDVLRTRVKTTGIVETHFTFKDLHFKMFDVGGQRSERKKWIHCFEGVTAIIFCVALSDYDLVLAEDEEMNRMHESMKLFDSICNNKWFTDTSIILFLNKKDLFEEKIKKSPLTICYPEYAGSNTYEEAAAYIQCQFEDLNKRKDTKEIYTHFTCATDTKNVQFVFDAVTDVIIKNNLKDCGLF
GAA inh = blocks human lysosomal alpha-glucosidase | P10253 | purified human GAA, 4-MU-alpha-glucoside fluorescence | Potency, µM (doses to about 76.9 µM), for inactives: at the highest dose activity change, negative = inhibition, usual class: inhibitors | 200,000 tested, 0.005% active | AID 1466;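 note: plate controls were uninhibited enzyme wells for no effect and no-enzyme background for full effect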
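qHTS format, compound range up to 77 uM. Human lysosomal enzyme at 4 nM, 400 uM 4-MU glucoside substrate, pH 5.0, 20 min room temperature; fluorescence after alkaline stop gives activity normalized to controls.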
The depositor's hits bear a star; ? = inconclusive; · = no result given; [ ] = another dose, or the depositor's remark. Unless noted, calls come from the whole dose curve; as a rule, active = well fitted curve in the direction sought with a large enough effect; inconclusive = small, poorly fitted or top-dose-only effect, or another doubt; inactive = no such curve, though single readings can be large; an effect the other way counts as inactive or inconclusive. Potency is the fitted concentration of half-maximal effect. Not all compounds are listed. The share of hits here may be higher or lower than overall.

SMILES	ALDH1A1 inh	aGlu spleen mod	JMJD2E inh	GLA spleen mod	SMN2 splice enh	GAA glycogen mod	RGS12 GoLoco inh	GAA inh
CCOC(=O)N1CCC(NC(=O)c2cc(C(=O)Nc3cccc(OC)c3)ccc2CO)CC1	-1.0%	7.7%	-5.3%	10.2%	-14.4%	-5.1%	-0.9%	3.8%
C1=C(N2CCOCC2)/C(=C/c2nc3ccccc3[nH]2)CC1	?	-0.5%	-7.1%	6.4%	13.1%	-7.9%	40.7%[activator]	0.1%
Brc1ccccc1-c1nnc(CSc2nnnn2-c2ccccc2)o1	10µM*	11.4%	-2.7%	11.9%	15.6%	1.6%	15.4%	-9.5%
COc1cccc(CNC(=O)CCC2CCCN(Cc3cc(Cl)ccc3O)C2)c1 (stereo not given)	3.5%	0.9%	-1.7%	-0.1%	·	8.7%	10.5%	?
CC(=O)OC[C@@]1(O)C[C@@]23CC[C@@H]4c5ccoc5CC[C@@]4(C)[C@@H]2CCC1C3	0.1%	3.8%	-7.1%	0.9%	3.3%	·	1.6%	·
COc1ccc(CC(=O)N(CC2CCCO2)c2nc3ccccc3s2)cc1 (stereo not given)	5.0%	0.6%	-12.0%	4.5%	·	-3.6%	·	-2.0%
C/C(N)=C(/C#N)C(=O)COC(=O)c1cccc(C)c1O	-0.5%	-2.7%	·	4.5%	·	-4.2%	11.9%	-2.4%
Cc1c(NC(=O)CCSCCc2ccccn2)cccc1[N+](=O)[O-]	-14.8%	-0.6%	-6.8%	-7.1%	·	-0.9%	6.9%	-6.7%
Cc1cc(/C=C2/C(=O)NN(c3ccccc3)C2=O)c(C)n1-c1cccc(O)c1	?	4.1%	?	-3.3%	-25.4%	-9.4%	21.7%	-6.4%
CCCCCCNC(=O)CSc1nccn1Cc1ccccc1	2.2%	-24.4%	2.9%	-14.7%	-6.5%	4.1%	9.9%	-7.3%
CCNC(=O)CCc1nc(-c2ccc(C(C)(C)C)cc2)no1	-2.1%	-8.3%	2.5%	-3.3%	-46.3%[inhibitor]	3.9%	8.8%	0.4%
CCOC(=O)c1sc(NC(=O)c2ccc(C)o2)nc1C	-11.0%	-0.4%	-10.1%	-1.5%	12.6µM*	-14.5%	8.0%	-14.1%
CCN(CC)S(=O)(=O)c1ccc(/C=C/C(=O)OCC(=O)Nc2cccc3ccccc23)cc1	1.2%	-6.0%	1.4%	-11.9%	14.2%	10.6%	19.7%	-4.2%
CC(=O)Nc1ccc(N/C=C/C(=O)C(C)(C)C)cc1	22.4µM*	-3.8%	?	-6.7%	?	-15.5%	-0.9%	-2.2%
CN(Cc1ccccc1NS(=O)(=O)c1ccc2ccccc2c1)C1CCCCC1	?	3.6%	3.6%	9.8%	-5.8%	-4.9%	14.4%	4.8%
COC(=O)c1ccccc1NC(=O)COc1ccc(S(=O)(=O)NC(C)C)cc1	?	-9.1%	4.0%	-1.5%	-4.7%	-22.2%	18.7%	8.9%
Cc1nc(NCc2ccc3c(c2)OCO3)c2oc3ccccc3c2n1	?	0.4%	-15.7%	0.1%	-32.4%[inhibitor]	-4.9%	7.1%	-2.8%
O=C(CSc1nc2cc(Cl)ccc2s1)c1cc2ccccc2o1	28.2µM*	-15.0%	?	-2.4%	-4.6%	?	341.5%[activator]	1.3%
CCN(CC)C(=S)Nc1ccc([N+](=O)[O-])cc1	?	5.3%	-5.9%	1.9%	46.7%	6.3%	0.4%	-3.6%
Cc1ccc(NC(=O)c2onc(C)c2Cl)cc1	-6.2%	2.2%	-19.6%	0.4%	14.1µM*	5.8%	2.5%	-6.0%
Cc1ccc(NC(=O)CCNS(=O)(=O)c2ccc3c(c2)oc(=O)n3C)cc1	-5.9%	6.2%	6.6%	2.7%	-3.6%	-17.5%	10.9%	0.2%
Cc1cc(C)nc(NC(=O)CSc2nn(C)c(=S)s2)n1	6.9%	2.6%	1.5%	5.7%	12.3%	-1.1%	1.9%	-0.5%
Cc1ccccc1OS(=O)(=O)c1cn(C)c(=O)n(C)c1=O	16.9%	1.2%	5.7%	-2.0%	-2.9%	13.5%	-5.1%	-6.7%
CSc1c(-c2ccccn2)c(N)nn1C(=O)C1CC1	7.6%	-13.5%	0.7%	4.5%	·	-2.3%	-9.8%	-12.1%
C=CCN1C(=O)C(CC(=O)O)SC1=Nc1ccc(C(=O)O)cc1 (stereo not given)	5.8%	3.5%	1.8%	4.9%	4.9%	6.7%	7.8%	-18.2%

Ordered by the number under ALDH1A1 inh (descending): three from the list above.
SMILES	ALDH1A1 inh
O=C(CSc1nc2cc(Cl)ccc2s1)c1cc2ccccc2o1	28.2µM*
CC(=O)Nc1ccc(N/C=C/C(=O)C(C)(C)C)cc1	22.4µM*
Brc1ccccc1-c1nnc(CSc2nnnn2-c2ccccc2)o1	10µM*

Next records:
SMILES	ALDH1A1 inh	aGlu spleen mod	JMJD2E inh	GLA spleen mod	SMN2 splice enh	GAA glycogen mod	RGS12 GoLoco inh	GAA inh
O=C(/C=C/Nc1ccc(Cc2ccc(N/C=C/C(=O)C(F)(F)F)cc2)cc1)C(F)(F)F	-4.1%	-1.8%	-0.4%	-18.2%	6.9%	6.3%	5.2%	1.5%
CCOC(=O)N1CCN(C(=O)CN(c2cc(C(F)(F)F)ccc2Cl)S(C)(=O)=O)CC1	9.1%	-7.8%	6.9%	-13.5%	-9.4%	0.0%	0.8%	-4.9%
O=C(NCCC1=CCCCC1)C1COc2ccccc2O1 (stereo not given)	?	5.8%	1.0%	-3.5%	-11.7%	-4.3%	5.0%	5.4%
Cc1ccc(C)c2[nH]c(=O)c(CN(Cc3ccco3)C(=O)Nc3ccccc3)cc12	?	-5.0%	?	-4.5%	-20.2%	-9.5%	3.0%	?
Cc1ccc(-c2nnnn2C2C/C(=N\NC(N)=S)C3OCC2O3)cc1 (stereo not given)	-8.8%	-3.5%	1.9%	-1.7%	3.5%	?	8.3%	-2.8%
O=c1[nH]c2ccccc2c(O)c1-c1ccccc1	·	-3.8%	1.2%	-0.1%	·	12.3%	-1.8%	·
COc1ccc(S(=O)(=O)N(C)CC(=O)NCCC2=CCCCC2)cc1	-10.4%	2.4%	-5.7%	11.7%	-7.8%	-7.9%	1.6%	0.6%
CC(C)NS(=O)(=O)c1ccc(Oc2ncc(C(F)(F)F)cc2Cl)cc1	17.1%	-15.3%	-6.1%	3.0%	-40.3%[inhibitor]	-10.3%	-2.0%	-9.0%
CC(=O)Nc1ccc(NC(=O)C2CCN(C(=O)c3ccc([N+](=O)[O-])cc3)CC2)cc1	2.7%	-3.4%	11.1%	3.9%	3.1%	-11.6%	-2.5%	1.9%
CCCNC(=O)COC(=O)c1ccc(OCC(=O)Nc2ccccc2OC)c(OC)c1	-2.9%	5.7%	3.9%	-8.8%	3.9%	8.4%	1.7%	-0.1%
c1ccc(-c2csc3ncnc(NCCN4CCOCC4)c23)cc1	-16.4%	-1.9%	4.4%	5.0%	·	-6.4%	6.5%	-2.2%
Nc1nc2c(Cl)cc(Cl)cc2s1	?	6.4%	-5.4%	9.4%	-9.4%	4.8%	-2.7%	-0.9%
COc1cc2c(cc1NC(=O)C(C)OC(=O)c1ccc(S(=O)(=O)Nc3ccccc3Cl)cc1)oc1ccccc12 (stereo not given)	1.5%	-5.0%	?	0.6%	·	6.3%	-17.1%	-12.7%
Cc1cccc(Sc2nc(-c3ccccc3)ccc2C#N)c1	5.5%	-3.8%	?	-4.6%	-1.5%	0.4%	1.3%	-6.1%
O=C1OC(/C=C/c2ccccc2)=NC/1=C\c1cccnc1	4.6%	1.6%	15.5%	-6.7%	5.5%	11.1%	8.8%	1.9%
Cc1nn(C)cc1C(N)=O	3.4%	4.9%	-3.3%	2.7%	1.5%	3.8%	-8.3%	0.1%
Cc1cc(C)n(-c2nc3ccccc3c(=O)n2OCC(=O)OCc2ccccc2)n1	?	-5.6%	1.8%	-15.9%	-41.1%[inhibitor]	-14.4%	-8.7%	4.8%
O=C(Nc1ccc2c(c1)OCO2)c1cccc2c1C(=O)N(C1CCCCC1)C2	12.2%	-1.1%	7.1%	-8.3%	2.4%	7.8%	-1.7%	-1.2%
O=C(Cn1nc(-c2ccccc2)c2ccccc2c1=O)Nc1ccc2c(c1)nc1n2CCOC1	3.5%	-3.6%	-3.1%	2.8%	-4.8%	1.1%	-1.6%	1.9%
CCN(CC)S(=O)(=O)c1ccc(/C=C/C(=O)OCC(=O)c2c(N)n(C)c(=O)n(C)c2=O)cc1	-14.6%	-2.6%	7.2%	-6.5%	3.1%	5.3%	9.6%	-12.7%
Cc1ccc(CSCc2ccc(C(=O)NC3CCCC3)o2)cc1	22.4µM*	-6.8%	4.3%	3.8%	-34.8%[inhibitor]	-1.7%	3.3%	-2.2%
Cc1ccc(N=Cc2ccc(N(C)C)cc2)cc1C	0.562µM*	14.9%	-6.9%	12.3%	-5.8%	-4.6%	-2.1%	-10.1%
CC1CCN(CCCNC(=O)c2cn(C)c3ccc(S(=O)(=O)N4CCCC4)cc3c2=O)CC1	-15.7%	6.9%	-7.2%	-11.2%	-8.4%	0.7%	-5.0%	-12.1%
C=CCNC(=O)c1cc2sccc2n1C	·	1.0%	-0.7%	8.5%	·	-2.8%	-4.7%	·
Clc1ccc(OCc2noc(-c3ccsc3)n2)c(Cl)c1	·	9.9%	-14.3%	9.0%	·	0.7%	3.3%	·
Cc1ccc(S(=O)(=O)N2CCOCC2)cc1NC(=O)COc1ccc(-c2nnco2)cc1	-2.3%	0.9%	7.8%	-0.4%	-12.9%	1.6%	2.9%	-3.5%
O=C(NC1CC1)C1=C[C@H](c2ccccc2)C[C@H](OCc2ccc(CO)cc2)O1	3.2%	-5.0%	-4.4%	-7.6%	·	4.1%	3.4%	·
CN(Cc1nc2ccccc2[nH]1)Cc1nc(CC2CC2)no1	0.1%	-14.3%	7.9%	4.3%	·	-9.5%	6.2%	-3.5%
CCCNS(=O)(=O)c1cccc(C(=O)NC2CCCc3ccccc32)c1 (stereo not given)	2.1%	-15.7%	-10.6%	-1.8%	-2.2%	6.2%	1.7%	-2.1%
COc1ccc(CC(=O)NNc2ncnc3c2cnn3Cc2ccccc2)cc1OC	10µM*	1.2%	-2.1%	5.4%	·	-19.5%	5.4%	-6.9%[15.4 µM]
